High-throughput results from PubChem BioAssay.
U2OS ROS induce: cancer cell ROS induction. U2OS ROS induction, H2DCF-DA fluorescence. ROS induction (% of piperlongumine), % at 10 µM. 2% of 46,000 active. AID 624156; in the data active means ROS induction above about 79%, passing the limit was not always enough; inconclusive means no clear call, values can overlap the other calls;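 further: 0% = DMSO vehicle median and 100% = reference compound median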
Starred values were filed as active, the others as inactive. Only part of the results is shown; the hit share may differ from the screen's.

`COC(=O)c1c(-c2ccccc2)csc1NC(=O)CSc1ncnc2sc(C)c(C)c12` gave U2OS ROS induce -1.
`COc1ccc(S(=O)(=O)N(C)C[C@@H]2Oc3ccc(NC(=O)CCCCCC(=O)Nc4ccccc4N)cc3C(=O)N([C@H](C)CO)C[C@H]2C)cc1` gave U2OS ROS induce 23.
Screening N#Cc1c(NC(=O)c2cc3nc(-c4ccco4)cc(C(F)(F)F)n3n2)sc2c1CCCCC2 returned U2OS ROS induce -10.
For CN(C)Cc1ccc(O)c(CN(C)C)n1 the results were U2OS ROS induce 66.
COc1cc(Nc2nc(SCC(=O)c3ccc(O)c(O)c3)nc3ccccc23)cc(OC)c1 was read as U2OS ROS induce 74.
For COC(=O)Cc1cc(=O)n(-c2ccccc2)[nH]1 the results were U2OS ROS induce -11.
For C=C1CCC2[C@](C)(CCC[C@]2(C)C(=O)O)[C@H]1CC/C(C)=C/C(=O)OC (some centres not stated) the results were U2OS ROS induce -1.
`Cc1ccc(S(=O)(=O)N(C)C[C@@H]2Oc3c(NC(=O)Nc4ccc(C(F)(F)F)cc4)cccc3C(=O)N([C@H](C)CO)C[C@H]2C)cc1` gave U2OS ROS induce 15.
`O=S(=O)(CCN(Cc1cccs1)C(=S)Nc1cccc(F)c1)c1ccc(Cl)cc1` gave U2OS ROS induce 72.
O=C1NC(=S)N/C1=C\c1ccco1 was read as U2OS ROS induce 4.
`C#CCOc1ccc(/C=N/NC(=O)c2ccccc2O)cc1` gave U2OS ROS induce -8.
C[C@@H]1CN([C@H](C)CO)C(=O)CCCn2cc(nn2)CO[C@H]1CN(C)Cc1ccc(C(F)(F)F)cc1 was read as U2OS ROS induce 10.
For Cc1ccc(S(=O)(=O)Nc2ccc3c(c2)CC(=O)N([C@@H](C)CO)C[C@@H](C)[C@@H](CN(C)C(=O)Nc2ccc(F)cc2)O3)cc1 the results were U2OS ROS induce -7.
For C[C@@H]1CN([C@H](C)CO)C(=O)Cc2cc(NC(=O)Nc3ccc(C(F)(F)F)cc3)ccc2O[C@H]1CN(C)S(=O)(=O)c1cn(C)cn1 the results were U2OS ROS induce -19.
`C[C@@H]1CN([C@@H](C)CO)C(=O)Cc2cc(NS(=O)(=O)c3ccc(Cl)cc3)ccc2O[C@@H]1CN(C)Cc1ccc(-c2ccccc2)cc1` gave U2OS ROS induce 4.
CC(C)NC(=O)N(C)C[C@H]1Oc2c(NC(=O)c3ccncc3)cccc2C(=O)N([C@H](C)CO)C[C@H]1C was read as U2OS ROS induce -6.
Screening O=C(c1cnn(-c2ccccc2)c1)c1ccccc1O returned U2OS ROS induce 0.
`C[C@@H]1CN([C@H](C)CO)C(=O)CCCn2nncc2CO[C@H]1CN(C)Cc1cccc(C(F)(F)F)c1` gave U2OS ROS induce 27.
For COc1cc(CCNc2ccc3nnc(-c4ccccc4)n3n2)cc(OC)c1OC the results were U2OS ROS induce 53.
For Cc1ccc(S(=O)(=O)Nc2cccc3c2O[C@@H](CN(C)C)[C@H](C)CN([C@H](C)CO)C3=O)cc1 the results were U2OS ROS induce -10.
`O=C1C[C@@](C(=O)NCc2ccccc2)(c2ccc([N+](=O)[O-])cc2)[C@@H](c2ccc(CO)cc2)N1C1CCCCC1` gave U2OS ROS induce 29.
Screening C[C@H]1CN([C@@H](C)CO)C(=O)c2cccc(N(C)C)c2O[C@H]1CN(C)C(=O)Nc1ccc2c(c1)OCO2 returned U2OS ROS induce -3.
For COc1ccc(CSc2nnc3c4c5c(sc4nc(SC)n23)COC(C)(C)C5)cc1 the results were U2OS ROS induce 5.
For C[C@H]1CN([C@@H](C)CO)C(=O)c2cc(NC(=O)Nc3ccc(F)cc3)ccc2O[C@H]1CN(C)C(=O)NC1CCCCC1 the results were U2OS ROS induce -4.
For CCN(CC)c1ccc(NC(=O)c2ccc(Cl)cc2)c(N(CC)CC)n1 the results were U2OS ROS induce -8.
`COc1ccc(C2=NOC(C(=O)NCc3ccco3)C2)cc1` (configuration not stated) gave U2OS ROS induce -14.
`COc1ccc(S(=O)(=O)N(C)C[C@H]2Oc3ccc(NS(=O)(=O)c4ccc(Cl)cc4)cc3C(=O)N([C@@H](C)CO)C[C@@H]2C)cc1` gave U2OS ROS induce 11.
Screening C[C@@H]1CN([C@@H](C)CO)C(=O)c2cc(NC(=O)Nc3ccc4c(c3)OCO4)ccc2O[C@@H]1CN(C)C(=O)Nc1cccc2ccccc12 returned U2OS ROS induce -2.
`C[C@H]1CN([C@@H](C)CO)C(=O)Cc2cc(NC(=O)NC3CCCCC3)ccc2O[C@@H]1CN(C)S(=O)(=O)c1ccc(Cl)cc1` gave U2OS ROS induce -8.
Screening O=C(CSc1nc2cc(Cl)ccc2o1)c1cccc([N+](=O)[O-])c1 returned U2OS ROS induce 2.
`C[C@@H]1CN([C@H](C)CO)C(=O)CCCn2nncc2CO[C@H]1CN(C)C(=O)c1cc(-c2ccccc2)on1` gave U2OS ROS induce 6.
For COc1ccccc1NC(=O)CN(c1ccccc1OC)S(C)(=O)=O the results were U2OS ROS induce -6.
Screening C[C@H]1CN([C@@H](C)CO)C(=O)c2cccc(NC(=O)Nc3ccc(C(F)(F)F)cc3)c2O[C@H]1CN(C)S(=O)(=O)c1cccs1 returned U2OS ROS induce 64.
For Cc1ccc(-c2nnc(-n3cnc4cc(C)c(C)cc43)c3ccccc23)cc1 the results were U2OS ROS induce 28.
For Cc1c(Cl)cccc1NC(=O)CN(c1ccc(I)cc1)S(C)(=O)=O the results were U2OS ROS induce 8.
Cc1ccc2oc(=O)c(-c3nc4ccccc4s3)cc2c1 was read as U2OS ROS induce -3.
`Cc1ccccc1N(CC(=O)Nc1cccc(Cl)c1Cl)S(C)(=O)=O` gave U2OS ROS induce -5.
Screening CC(=O)OC1CCC(C)(O)C2OC(CC1(C)O)C(C(C)C)C2OC(=O)/C=C/c1ccccc1 (configuration not stated) returned U2OS ROS induce -5.
For NS(=O)(=O)c1ccc(CNC(=O)/C=C/c2ccc3c(c2)OCO3)cc1 the results were U2OS ROS induce -16.
For CC(C)NC(=O)N(C)C[C@@H]1Oc2ncc(-c3cccc(F)c3)cc2C(=O)N([C@H](C)CO)C[C@@H]1C the results were U2OS ROS induce 21.
C[C@@H]1CCCCO[C@@H](CN(C)S(=O)(=O)c2ccccc2)[C@@H](C)CN([C@H](C)CO)C(=O)c2cc(NC(=O)CCCN(C)C)ccc2O1 was read as U2OS ROS induce 7.
Screening O=S(=O)(N[C@@H]1CCN(Cc2ccc(OCCO)cc2)C1)c1cc(Cl)ccc1Cl returned U2OS ROS induce 1.
For C[C@@H]1CN([C@H](C)CO)C(=O)c2cccc(NC(=O)c3ccc(-c4nccs4)cc3)c2O[C@@H]1CN(C)Cc1ccc(Oc2ccccc2)cc1 the results were U2OS ROS induce inconclusive.
Screening CCOC(=O)C1CCC(CNCc2ccc(Cl)cc2)CC1 (configuration not stated) returned U2OS ROS induce -2.
CC(C)CCNc1cc(C(C)C)c(C#N)c2nc3ccccc3n12 was read as U2OS ROS induce 197*.
Screening C[C@H](CO)N1C[C@H](C)[C@H](CN(C)C(=O)NC2CCCCC2)Oc2ccc(NS(=O)(=O)c3ccc(Cl)cc3)cc2C1=O returned U2OS ROS induce inconclusive.
`CCCc1cc(=O)[nH]c(SCC(=O)Nc2cccc(F)c2)n1` gave U2OS ROS induce -4.
For O=C(CSc1n[nH]c(=O)n1C1CC1)c1ccc(N2CCOCC2)cc1 the results were U2OS ROS induce 27.
Screening CC(=O)OCC(CCn1cnc2cnc(N)nc21)COC(C)=O returned U2OS ROS induce -15.
For CC1=CCC(C(=O)O)C(C(=O)Nc2ccc(OC(F)(F)F)cc2)C1 (configuration not stated) the results were U2OS ROS induce -8.
For Cc1ccc2[nH]c(C)c(CCC(=O)O)c(=O)c2c1 the results were U2OS ROS induce 3.
For Cc1ccc(S(=O)(=O)Nc2ccc3c(c2)C(=O)N([C@H](C)CO)C[C@H](C)[C@@H](CN(C)Cc2ccc(Oc4ccccc4)cc2)O3)cc1 the results were U2OS ROS induce 29.
For CCN=C1SC(C(N)=O)CC(=O)N1CC (configuration not stated) the results were U2OS ROS induce -16.
`C[C@@H]1CN([C@H](C)CO)C(=O)c2cc(NS(=O)(=O)c3cn(C)cn3)ccc2O[C@H]1CN(C)C(=O)Nc1ccc(F)cc1` gave U2OS ROS induce -6.
Screening CC(C)NC(=O)Nc1ccc2c(c1)C(=O)N([C@@H](C)CO)C[C@H](C)[C@@H](CN(C)S(=O)(=O)c1cccs1)O2 returned U2OS ROS induce -1.
For C[C@@H]1CN([C@@H](C)CO)C(=O)c2cccc(NS(=O)(=O)c3ccccc3)c2O[C@H]1CN(C)C(=O)Nc1ccc2c(c1)OCO2 the results were U2OS ROS induce 0.
CCOC(=O)c1c(N)sc2c1CCC(Sc1ccccc1)C2=O (configuration not stated) was read as U2OS ROS induce -5.
For COc1ccc(CCNc2ncnc3sc4c(c23)CCCC4)cc1 the results were U2OS ROS induce inconclusive.
Screening COc1ccc(CN(C)C[C@H]2Oc3ccc(NC(=O)Nc4ccc(C(F)(F)F)cc4)cc3C(=O)N([C@H](C)CO)C[C@H]2C)cc1 returned U2OS ROS induce 12.
O=C(CCCCC(=O)N/N=C/CCC1CCCCC1)NO was read as U2OS ROS induce -16.
C[C@@H]1CCCCO[C@H](CN(C)C(=O)Nc2ccc3c(c2)OCO3)[C@@H](C)CN([C@H](C)CO)C(=O)c2cc(NC(=O)c3ccncc3)ccc2O1 was read as U2OS ROS induce 1.
COC(=O)CSc1nnnn1-c1ccc(C(=O)OC)cc1 was read as U2OS ROS induce 28.
`Cc1cccc2sc(NC(=O)c3ccc(COc4ccc5ccccc5c4)o3)nc12` gave U2OS ROS induce -7.
Screening COc1cc(/C=C/c2ccc(OC)c(OC)c2)c(CC=C(C)C)c(OC)c1 returned U2OS ROS induce 9.
Screening O=C(CSc1nnc(-c2cccc3ccccc23)o1)Nc1cccc(F)c1 returned U2OS ROS induce 1.
Screening O=c1c2ccccc2nc(SCc2ccc(F)cc2)n1-c1ccccc1 returned U2OS ROS induce 19.
`CCCC(O)C#Cc1cnc2c(c1)C(=O)N([C@H](C)CO)C[C@H](C)[C@H](CN(C)C(=O)Nc1c(C)noc1C)O2` (some centres not stated) gave U2OS ROS induce -10.
Screening CC12C(=O)N(CCC3=CCCCC3)C(=O)C1C(c1ccccc1)C=CC2c1ccccc1 (configuration not stated) returned U2OS ROS induce -10.
`COC(=O)COc1c(Br)cc(C2C3=C(CCCC3=O)NC3=C2C(=O)CCC3)cc1OC` gave U2OS ROS induce 4.
O=C(COc1ccccc1[N+](=O)[O-])Nc1cc(-c2nc3ccccc3o2)ccc1Cl was read as U2OS ROS induce -17.
For COc1cc(CC(C)C(C)Cc2ccc(O)c(OC)c2)ccc1O (configuration not stated) the results were U2OS ROS induce 63.
O=C(NCCc1ccccc1)C1=CCN(S(=O)(=O)c2ccccc2)CC1 was read as U2OS ROS induce -5.
Screening COc1ccc(OC)c(C2C(C(=O)c3ccco3)C(=O)C(=O)N2Cc2cccnc2)c1 (configuration not stated) returned U2OS ROS induce 4.
For CCOC(=O)c1cnn(CCOC(=O)c2ccc(C)cc2)c1NC(=O)c1ccc(C)cc1 the results were U2OS ROS induce -5.
For C[C@H](CO)N1C[C@H](C)[C@H](CN(C)Cc2ccc(Cl)c(Cl)c2)Oc2ccc(NC(=O)NC3CCCCC3)cc2C1=O the results were U2OS ROS induce -6.
Screening COc1ccc(NC(=O)Nc2ccc3c(c2)CC(=O)N([C@H](C)CO)C[C@@H](C)[C@@H](CN(C)Cc2ccc(Oc4ccccc4)cc2)O3)cc1 returned U2OS ROS induce 19.
`Cc1cc(-c2ccccc2)nc2c1/C(=N\O)CC(C)(C)C2` gave U2OS ROS induce 13.
Screening COc1cc2c(cc1O)C=[N+](Cc1cc3c(cc1Br)OCO3)CC2 returned U2OS ROS induce 11.
C[C@@H]1CN([C@@H](C)CO)C(=O)c2cccc(NS(C)(=O)=O)c2O[C@H]1CN(C)S(=O)(=O)c1ccc(F)cc1 was read as U2OS ROS induce -2.
Screening COc1cc(C)c2c(=O)c3c(O)cc(O)cc3oc2c1 returned U2OS ROS induce -3.
C[C@@H]1CCCCO[C@H](CN(C)Cc2ccc(C(F)(F)F)cc2)[C@@H](C)CN([C@H](C)CO)C(=O)c2cc(NS(=O)(=O)c3cccs3)ccc2O1 was read as U2OS ROS induce 44.
C[C@@H]1CN([C@@H](C)CO)C(=O)c2cc(NC(=O)Cc3ccccc3)ccc2O[C@@H]1CN(C)Cc1ccc(Cl)c(Cl)c1 was read as U2OS ROS induce 57.

Gathered by group: those above containing a thiophene ring, fused or not (9)
`COC(=O)c1c(-c2ccccc2)csc1NC(=O)CSc1ncnc2sc(C)c(C)c12` gave U2OS ROS induce -1.
Screening N#Cc1c(NC(=O)c2cc3nc(-c4ccco4)cc(C(F)(F)F)n3n2)sc2c1CCCCC2 returned U2OS ROS induce -10.
`O=S(=O)(CCN(Cc1cccs1)C(=S)Nc1cccc(F)c1)c1ccc(Cl)cc1` gave U2OS ROS induce 72.
For COc1ccc(CSc2nnc3c4c5c(sc4nc(SC)n23)COC(C)(C)C5)cc1 the results were U2OS ROS induce 5.
Screening C[C@H]1CN([C@@H](C)CO)C(=O)c2cccc(NC(=O)Nc3ccc(C(F)(F)F)cc3)c2O[C@H]1CN(C)S(=O)(=O)c1cccs1 returned U2OS ROS induce 64.
Screening CC(C)NC(=O)Nc1ccc2c(c1)C(=O)N([C@@H](C)CO)C[C@H](C)[C@@H](CN(C)S(=O)(=O)c1cccs1)O2 returned U2OS ROS induce -1.
CCOC(=O)c1c(N)sc2c1CCC(Sc1ccccc1)C2=O (configuration not stated) was read as U2OS ROS induce -5.
For COc1ccc(CCNc2ncnc3sc4c(c23)CCCC4)cc1 the results were U2OS ROS induce inconclusive.
C[C@@H]1CCCCO[C@H](CN(C)Cc2ccc(C(F)(F)F)cc2)[C@@H](C)CN([C@H](C)CO)C(=O)c2cc(NS(=O)(=O)c3cccs3)ccc2O1 was read as U2OS ROS induce 44.
